SR-BI DiI inh: inhibitors of mouse SR-BI mediated HDL lipid uptake; Q61009; inhibition, % at 12.5 µM; AID 488896; ldlA[mSR-BI] CHO cells, DiI-HDL uptake fluorescence, 3 h; 320,000 compounds, 0.96% hits;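 active = mean replicate inhibition of at least 70% and a set share of replicates each scoring 70 or more; inconclusive = meets just one of the two criteria; inactive = fails both criteria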;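 also: 0% = median of neutral control wells and 100% = median of positive control wells; values of inactives mirror those of a sister screen read the other way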
Target sequence (Q61009 whole entry, looked up): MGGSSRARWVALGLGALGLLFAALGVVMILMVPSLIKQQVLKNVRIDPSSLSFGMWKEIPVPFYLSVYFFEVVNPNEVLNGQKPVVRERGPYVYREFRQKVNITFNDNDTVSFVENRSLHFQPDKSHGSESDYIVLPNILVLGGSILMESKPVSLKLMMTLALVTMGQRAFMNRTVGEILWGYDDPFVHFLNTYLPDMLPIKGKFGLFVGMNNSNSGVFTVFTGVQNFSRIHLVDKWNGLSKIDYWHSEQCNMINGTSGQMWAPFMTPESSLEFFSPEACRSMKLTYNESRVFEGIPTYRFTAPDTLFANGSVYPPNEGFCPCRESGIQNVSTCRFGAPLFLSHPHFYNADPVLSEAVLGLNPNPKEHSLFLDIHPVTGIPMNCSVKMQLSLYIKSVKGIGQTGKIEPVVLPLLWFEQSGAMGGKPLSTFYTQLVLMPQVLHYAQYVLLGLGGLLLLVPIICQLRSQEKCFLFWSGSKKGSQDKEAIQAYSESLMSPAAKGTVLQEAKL
DAGLB inh: diacylglycerol lipase beta (human) inhibition; Q8NCG7; HEK293T DAGLB membrane lysate, EnzChek fluorogenic substrate; inhibition, % at 5.17 µM; 340,000 compounds, 0.059% hits; AID 504411; in the data active = inhibition above about 34%;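 also: 0% = enzyme with vehicle and 100% = wells lacking enzyme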
PvdQ acylase: P. aeruginosa PvdQ acylase inhibition | purified PvdQ acylase, fluorescence plate reader | inhibition, % at 10 µM | 340,000 compounds, 0.063% hits; in the data active = inhibition above about 30%, passing the limit was not always enough; inconclusive = no clear call, values can overlap the other calls;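 also: 0% = vehicle neutral wells and 100% = reference inhibitor wells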
SR-BI uptake up: enhances SR-BI lipid uptake from DiI-HDL. CHO ldlA[mSR-BI] cells, DiI-HDL uptake fluorescence, 3 h; 100 = double the neutral-control signal. activation, % at 12.5 µM. 320,000 compounds, 0.096% hits. AID 504775;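 active = mean replicate activation of at least 60% and every replicate at or above 60%; inconclusive = mean or all-replicate condition met, but not both; inactive = mean below 60% and not all replicates reaching 60%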;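 also: 0% = median plate neutral-control signal and 100% = twice that signal; values of inactives mirror those of a sister screen read the other way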
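Material: SR-BI-overexpressing, LDLR-lacking CHO cells; schedule: compound exposure 3 h, 37 °C; reagent: DiI-labelled HDL at 10 µg/mL final; technique: bottom-read fluorescence, 550/595 nm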
Keap1-Nrf2 PPI: disrupts human Keap1 binding to Nrf2 peptide; inhibition, % at 9.4 µM; 340,000 compounds, 0.15% hits; Q14145; Keap1 Kelch-Nrf2 peptide fluorescence polarization, 1536-well; in the data active = inhibition above about 12%; inconclusive = no clear call, values can overlap the other calls; inactive = below about 7.3%;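 also: human Keap1 Kelch domain with fluorescein labeled Nrf2 9mer peptide probe; 0% = neutral control wells and 100% = peptide positive control; higher means more block of Keap1 binding to Nrf2 peptide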
C-LANA FP: blocks KSHV LANA C-terminal domain binding to DNA. AID 504423. 340,000 compounds, 0.078% hits. inhibition, % at 9 µM. MBP-C-LANA/FAM-LBS DNA binding, fluorescence polarization;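 active = highest replicate inhibition at or above 60% at 9 µM, even if other replicates fall short; inactive = all replicates below 60% inhibition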;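 also: 0% = neutral control wells and 100% = 4 µM acridine orange control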
NSD2 HMT inh: NSD2 (human) methyltransferase inhibition. O96028. NSD2 peptide methylation, AlphaScreen, 120 min. inhibition, % at 12.5 µM. 310,000 compounds, 0.54% hits; in the data active = inhibition above about 50%
PKA-R2B activ: activators of human PKA-R2B complex | PKA-R2B holoenzyme dissociation, Cy5-IP20 fluorescence polarization; R2B truncated from residue 108, S112A mutant; 0% DMSO only, 100% 113 µM cGMP | activation, % at 11.4 µM | 340,000 compounds, 0.079% hits | AID 504700;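 active = activation above a cutoff set at the mean over all compounds plus 3 SD, cut at about 18% in these data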;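 also: higher means more holoenzyme dissociation and a rise in polarization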
Target sequence (P31323 whole entry, looked up, other chains not shown, the tested form may be a part): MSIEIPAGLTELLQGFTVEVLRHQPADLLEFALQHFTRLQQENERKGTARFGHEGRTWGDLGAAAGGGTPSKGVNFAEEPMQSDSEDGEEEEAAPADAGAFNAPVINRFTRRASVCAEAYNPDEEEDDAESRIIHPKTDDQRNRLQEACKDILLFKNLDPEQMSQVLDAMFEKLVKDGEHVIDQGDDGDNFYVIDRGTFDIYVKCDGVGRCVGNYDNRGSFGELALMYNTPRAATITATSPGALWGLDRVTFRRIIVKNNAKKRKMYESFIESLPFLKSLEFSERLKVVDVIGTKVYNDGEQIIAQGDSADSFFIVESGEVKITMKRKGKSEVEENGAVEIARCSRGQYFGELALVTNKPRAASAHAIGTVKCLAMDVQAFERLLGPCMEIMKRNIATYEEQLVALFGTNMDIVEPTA
Arr AP2 block: human beta-arrestin and AP2 interaction inhibition. inhibition, % at 10 µM. 340,000 compounds, 0.31% hits. FITC-arrestin peptide / GST-AP2 beads, flow cytometry; AP2 beta2 appendage carries R879A mutation;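 active = inhibition above a set limit, near 3 SD of compounds lacking own fluorescence, cut at about 54% in these data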;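 also: plate controls were DMSO wells for no effect and 5 µM unlabelled arrestin peptide for full effect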
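Material – GST-tagged AP2 beta2-adaptin appendage (R879A) on 4 µm glutathione beads · Probe or stimulus – fluorescein-tagged arrestin peptide at 50 nM final · Timing – 12 min plus 1 h, RT · Detection – bead flow cytometry, FITC channel · Read-out basis – inhibition as reduced fluorescein signal on beads, percent · Medium – PBS plus Tween 20 (0.05%) and BSA (0.1%)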
Cardiac RTF inh: cardiac RTF calcium desensitization; 340,000 compounds, 0.12% hits; AID 493244; P19429+P45379; inhibition, % at 7.15 µM; IANBD-labeled cardiac RTF, Ca2+ fluorescence;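 active = inhibition above the mean inhibition of all tested compounds plus 3 SD, cut at about 17% in these data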;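 also: assay run at fixed EC70 calcium of 1.6 mM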
Starred values were filed as active, the others as inactive; u = inconclusive; x = no result given. An unsorted share of the library; about 2.1% have a hit in one of these screens.

SMILES	SR-BI DiI inh	DAGLB inh	PvdQ acylase	SR-BI uptake up	Keap1-Nrf2 PPI	C-LANA FP	NSD2 HMT inh	PKA-R2B activ	Arr AP2 block	Cardiac RTF inh
COc1ccc(C2=NOC(C(=O)Nc3c(C)n(C)n(-c4ccccc4)c3=O)C2)cc1 (stereo not drawn)	-12	1	-17	12	-6	-0.3	x	-8	5	-3
CCOCCCn1c(=S)[nH]c2cc(C(=O)NCCc3ccc(OC)c(OC)c3)ccc2c1=O	0	1	-12	0	-1	1.8	0	5	-11	-6
CN1CCN(CCNC(=O)c2cn(Cc3ccccc3F)nn2)CC1	-13	0	12	13	3	0.6	-1	5	35	1
CC1CCN(C(=O)COC(=O)c2c[nH]c3ccccc23)CC1	7	0	1	-7	4	-3.0	-3	3	-7	-3
S=C1NCCNC(=S)NCCOCCN1	-2	-2	-2	2	-4	0.4	-3	7	46	-4
COc1cc(/C=C/C(=O)OCC(=O)N(C)CC(=O)Nc2ccc(F)cc2)ccc1OC(F)F	52	-4	11	-52	-1	0.1	-3	-13	3	3
Cc1ccccc1-n1c(C)cc(/C=C2/C(=N)N3C(c4ccccc4)=CSC3=NC2=O)c1C	41	-10	3	-41	-19	-3.2	-3	-2	12	-7
Nn1cnnc1SCC(=O)Nc1ccc(C2CCCCC2)cc1	-2	-2	-9	2	0	-0.3	x	-7	6	-3
Cc1sc2ncn(CC(=O)N3CCN(c4ccc(F)cc4)CC3)c(=O)c2c1S(=O)(=O)N1CCOCC1	23	1	-3	-23	3	-0.9	-2	-1	1	5
Cc1ccc(CSc2nnc(-c3ccc(S(=O)(=O)N4CCCC4)cc3)o2)cc1	5	-2	-8	-5	3	-0.3	0	-3	5	-8
Cc1ccc(N(C(=O)Nc2ccccc2)C2=NCCC2)cc1	-7	x	-4	7	-4	-0.6	-2	x	18	x
Cc1ccc(NC(=O)c2ccc(Br)o2)cc1S(=O)(=O)N(C)C	39	1	0	-39	-2	-1.5	-2	-6	-2	-5
COc1ccccc1NC(=O)Nc1nnc(C(C)C)s1	10	0	-3	-10	2	0.3	x	9	-1	9
CCOC(=O)N1CCN(C(=O)CNC2CCCCCCC2)CC1	x	-1	-15	x	-3	0.0	-3	-4	-13	-6
Cc1nonc1CN(C)C(=O)c1cc(COc2ccc(F)cc2Cl)on1	41	-6	11	-41	-2	0.1	-6	-1	-3	-6
Cc1ccnc(NC(=O)C2(c3cccs3)CCOCC2)c1	-45	-3	6	45	1	-0.7	-3	6	36	-5
Cc1ccc(CN2CCSc3ccc(C(=O)NCc4cccnc4)cc32)cc1	5	2	-6	-5	2	2.9	0	1	-4	-8
Cc1ccc(SCc2c(C#N)c3ccccc3n2C)cc1	19	-8	-5	-19	7	-2.7	-2	-14	7	-5
CCOC(=O)C1(C)NC(c2ccco2)C2C(=O)N(c3ccccc3)C(=O)C21 (stereo not drawn)	-25	-5	-2	25	0	-0.8	-1	10	9	-8
Cc1cccc(C(=O)Nc2nnc(SCC(=O)NC3CC3)s2)c1	-5	-1	-16	5	3	2.3	0	4	8	1
S=C(Nc1cccc(Cl)c1Cl)N1CCCC1	0	0	-8	0	2	-2.2	-2	2	13	-6
COc1ccc(/C=N/OCC(=O)NC(c2ccccc2)c2ccccc2)cc1OC	-12	-1	-5	12	-8	2.1	-2	3	16	-1
COc1ccc(NC(=O)c2nc3nccc(C)n3n2)cc1S(=O)(=O)N1CCOCC1	-2	0	-6	2	1	3.0	-1	-1	6	-5
Cn1c(=O)c(-c2cccc(Cl)c2)c(O)c2ccccc21	15	2	-5	-15	3	-2.8	-1	8	-12	-5
CCCN(Cc1nnc(-c2ccccc2Cl)o1)C(=O)c1cc(S(=O)(=O)N2CCOCC2)ccc1F	4	1	-9	-4	1	-0.7	0	-3	-3	-10
Cc1ccc(CC2C(=O)N(c3nc(C)cc(C)n3)C(=O)C2C)cc1 (stereo not drawn)	13	2	-6	-13	-5	1.9	-3	-14	8	2
CSc1ccccc1C(=O)OCC(=O)N1CCN(C(C)=O)CC1	12	-8	-14	-12	-3	0.0	0	-2	-6	-4
COc1ccc2nc3c(cc2c1)c(NC(=O)c1cccs1)nn3CC(C)C	54	-2	-7	-54	-2	0.8	-11	-11	-3	-1
Cc1cccc(NS(=O)(=O)c2cn(C)c(=O)n(C)c2=O)c1C	-46	-2	-19	46	-3	-1.6	x	-1	-3	3
CCOC(=O)c1[nH]c(C)c(CN(CCc2ccc(OC)c(OC)c2)C(=O)CCCC(=O)O)c1C	-6	0	-6	6	0	-1.9	2	-2	6	-3
CCn1ncc(Br)c1C(=O)Nc1ccccc1C(=O)OC	15	-4	9	-15	-4	0.1	-2	4	7	-2
Cc1nnc(SCC(=O)N(C)c2c(N)n(Cc3ccccc3)c(=O)[nH]c2=O)n1Cc1ccccc1	-17	2	-11	17	5	0.0	0	1	-9	4
CSCCC(NC(=O)c1ccc(Cl)cc1)C(=O)NC(C)(C)C (stereo not drawn)	14	1	-17	-14	-1	-0.8	-1	-9	3	-12
COc1ccccc1NS(=O)(=O)c1cc(C(=O)N2CCCCCC2)ccc1C	30	-2	2	-30	-4	-2.0	-1	-8	-2	-1
Cc1ccc(-c2cc(NC(=O)c3ccccc3[N+](=O)[O-])n[nH]2)cc1	4	3	-20	-4	-5	-3.5	-2	12	4	-4
CC1Cc2ccccc2N1C(=O)CN(C)CC(=O)Nc1ccc(F)cc1 (stereo not drawn)	-9	-4	-4	9	1	-1.4	0	1	-3	-1
CN(C(=O)COC(=O)/C=C/c1cccs1)C1CCCCC1	8	-2	0	-8	2	0.2	10	5	37	-12
O=C(c1cnc(N2CCN(c3ccccn3)CC2)c2ccccc12)N1CCN(c2cccc(Cl)c2)CC1	62	3	-4	-62	2	-0.6	-6	-3	38	-12
CC(=O)NS(=O)(=O)c1ccc(NC(=O)c2ccccn2)cc1	-14	1	-11	14	0	0.2	-1	-1	-11	-11
C/C(=N\NC(=S)NCc1ccccc1)c1ccco1	-8	0	4	8	-5	0.0	4	8	-35	-4
CCC/C=N/NC(=O)CNC(=O)c1ccccc1Cl	-11	0	-14	11	-5	0.8	-1	18	3	2
COc1ccc(NC(=O)c2sc3ncn(CC(=O)N4CCN(c5ccccn5)CC4)c(=O)c3c2C)c(OC)c1	36	1	-10	-36	-8	0.1	-1	-2	-9	-4
COc1ccccc1COC(=O)c1ccc(S(=O)(=O)N2CCOCC2)cc1	-7	-5	-14	7	-7	0.3	1	8	-1	-3
O=C(O)C1CC=CCC1C(=O)NNS(=O)(=O)c1ccccc1 (stereo not drawn)	0	-5	3	0	-5	-0.2	4	-2	16	-8
CN(C(=O)CSc1cc(C(=O)c2nccn2C)c2ccccc2n1)c1ccccc1	x	-3	7	x	1	-2.3	0	-13	-5	2
O=C(Nc1ccccc1)Nc1ccc(F)cc1F	19	-1	-12	-19	5	-0.3	-4	1	13	-4
COc1ccccc1CNC(=O)c1cc(C(=O)CC(C)C)c[nH]1	12	-1	-18	-12	4	0.4	-1	-6	7	4
CCOC(=O)N1CCN(C(=O)COc2ccc(Br)cc2)CC1	17	1	1	-17	1	-1.3	-2	-1	8	1
CC(NC(=O)/C=C/c1ccco1)c1nc2ccccc2n1Cc1cccc(Cl)c1 (stereo not drawn)	19	1	9	-19	-4	-0.8	-1	-14	15	4
Cc1cccc(NC(=O)CCN2C(=O)C3C4C=CC(C4)C3C2=O)c1 (stereo not drawn)	-15	2	7	15	-2	0.1	-2	-11	16	-6

Later entries.
SMILES	SR-BI DiI inh	DAGLB inh	PvdQ acylase	SR-BI uptake up	Keap1-Nrf2 PPI	C-LANA FP	NSD2 HMT inh	PKA-R2B activ	Arr AP2 block	Cardiac RTF inh
CN(C(=O)c1coc(=O)c2ccccc12)c1ccccc1Cl	7	3	-3	-7	6	-1.0	-3	-6	-2	14
C=CCn1c(C(CC)CC(C)(C)O)n[nH]c1=S (stereo not drawn)	-103	-1	-11	u	-3	1.6	-1	-10	-19	0
CN(C)c1ccc(/C=N/O)cc1	-12	-2	-14	12	-3	0.1	2	3	1	-4
Cc1ccccc1N(CC(=O)N1CCOCC1)S(C)(=O)=O	-8	0	7	8	-7	-0.3	0	6	13	-4
O=C(CNC(=O)c1cccs1)Nc1ncccc1O	-31	0	0	31	3	0.9	0	7	8	2
CC(C)n1c(=S)[nH]c2ccccc21	16	-2	-6	-16	-3	-2.4	x	-1	4	-3
O=C(NCc1cccs1)C1CCC(=O)N1C1CCCCC1 (stereo not drawn)	-29	1	2	29	2	-0.9	-1	10	-7	-5
CC1(C)Cc2c(sc3c2c(N)nc(=S)n3Cc2ccc(Br)cc2)CO1	-60	-2	-1	60	-2	0.7	-2	-15	0	3
COc1cc2c(cc1OC)C(c1ccc([N+](=O)[O-])cc1)NC(=O)C2 (stereo not drawn)	5	-2	-12	-5	-2	1.5	-2	4	34	-7
Cc1cc(C)n(CCNS(=O)(=O)c2ccc(Cl)cc2)n1	1	-2	0	-1	-1	-1.8	-3	-5	25	-2

An excerpt from above, limited to PKA-R2B activ.
| mol | PKA-R2B activ |
| --- | --- |
| Cc1ccccc1N(CC(=O)N1CCOCC1)S(C)(=O)=O | 6 |
| O=C(CNC(=O)c1cccs1)Nc1ncccc1O | 7 |
| CC(C)n1c(=S)[nH]c2ccccc21 | -1 |

(cont.)
SMILES	SR-BI DiI inh	DAGLB inh	PvdQ acylase	SR-BI uptake up	Keap1-Nrf2 PPI	C-LANA FP	NSD2 HMT inh	PKA-R2B activ	Arr AP2 block	Cardiac RTF inh
C/C(Cn1cnc([N+](=O)[O-])n1)=N\NC(=O)c1ccccc1F	14	1	-16	-14	-6	-2.2	1	-16	-4	1
CCc1ccc(C(=O)N2CCN(c3ccc(F)cc3)CC2)s1	12	-16	-9	-12	-2	-1.2	2	-9	0	-7
O=C(CN1CCCCCC1)NCC1CCCO1 (stereo not drawn)	-21	2	-4	21	3	-0.3	-1	2	14	2
Cc1ccccc1NC(=S)N(CCN1CCOCC1)Cc1ccccc1F	3	0	-22	-3	-1	-0.6	5	-10	-5	-6
O=C1c2ccccc2C(=O)c2cc(S(=O)(=O)Nc3ccccc3)ccc21	-5	-2	-13	5	0	1.7	11	-5	6	1
CC(=O)Nc1ccc(NC(=O)COc2cccc3c2OC(C)(C)C3)cc1	31	-4	3	-31	3	-0.6	-1	-7	36	-2
Cc1[nH]n(-c2ccccc2)c(=O)c1C=Nc1ccc(S(N)(=O)=O)cc1	-20	1	-10	20	-1	2.5	33	-11	-10	2
